High-throughput results from PubChem BioAssay.
SENP8 block: SENP8 protease inhibitors, primary screen, biochemical, luminescence; purified SENP8, Z-RLRGG-aminoluciferin cleavage; inhibition, % at 10 µM; 1.2% of 330,000 active; Sentrin-specific protease 8 (Homo sapiens), Q96LD8
Target sequence (Q96LD8 whole entry, looked up): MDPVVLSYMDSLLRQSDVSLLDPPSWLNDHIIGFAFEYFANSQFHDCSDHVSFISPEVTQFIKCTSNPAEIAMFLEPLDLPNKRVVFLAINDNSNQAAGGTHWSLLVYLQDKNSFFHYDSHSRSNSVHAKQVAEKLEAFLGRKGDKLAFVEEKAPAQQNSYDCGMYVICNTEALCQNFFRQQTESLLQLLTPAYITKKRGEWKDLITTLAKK
UBC13 polyUb: UBC13 polyubiquitin chain formation inhibitors, primary screen, biochemical, TR-FRET, uHTS. Ubiquitin-conjugating enzyme E2 N (Homo sapiens), P61088. 0.47% of 330,000 active. AID 485273, 2010. inhibition, % at 20 µM; in the data active = inhibition above about 45%, passing the limit was not always enough
Target sequence (P61088 whole entry, looked up): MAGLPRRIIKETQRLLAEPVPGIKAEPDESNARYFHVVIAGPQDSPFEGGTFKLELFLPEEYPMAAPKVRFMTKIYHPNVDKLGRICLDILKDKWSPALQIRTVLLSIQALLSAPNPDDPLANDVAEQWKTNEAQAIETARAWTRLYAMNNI
Apaf-1 inh: inhibitors of human Apaf-1 apoptosome, primary screen, biochemical, DEVD-Rh110 fluorescence, uHTS | Apoptotic protease-activating factor 1 (Homo sapiens), O14727 | reconstituted apoptosome caspase-3 activity | inhibition, % at 20 µM | 0.71% of 330,000 active | AID 489030, 2010; active = inhibition of at least 40% at 20 µM;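 note: plate controls were DMSO wells for no effect and DEVD-CHO caspase inhibitor wells for full effect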
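Assay system: Apoptosome proteins | Medium: pH 7.5 Hepes buffer with CHAPS, BSA, DTT | Also added: Cytochrome c and DEVD-Rh110 substrate | Times: 30 min plus 50 min, RT | Detection: Rhodamine 110 fluorescence at Ex 480/Em 540 nm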
Jurkat NFkB inh: inhibitors of induced NF-kB luciferase reporter, primary screen, TCR NF-kB activation inhibitor project, cell-based, luminescence, uHTS; Jurkat, PMA/ionomycin-induced NF-kB luciferase reporter; inhibition, % at 4 µM; 0.53% of 330,000 active; AID 435003, 2010
Gli-Sufu block: Gli-Sufu pathway antagonists, primary screen, luciferase luminescence, Sufu-KO-LIGHT cells, uHTS. Sufu-KO-LIGHT fibroblasts, Gli luciferase reporter luminescence. 0.74% of 340,000 active. inhibition, % at 5 µM. AID 588413, 2011;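 active = inhibition above about 55%, limit read from the data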;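 note: 0% = DMSO-treated cells and 100% = wells with medium but no cells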
CCR6 antagonist: CCR6 receptor antagonists, primary screen, cell-based, CHO-K1, luminescence, beta-arrestin, uHTS; CHO-K1 CCR6 PathHunter beta-arrestin, CCL20-stimulated; AID 493098, 2011; C-C chemokine receptor type 6 (Homo sapiens), P51684; 0.49% of 340,000 active; inhibition, % at 20 µM;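 active = compounds whose inhibition of the agonist-driven luminescence signal at 20 µM reaches about 50%, limit read from the data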;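 note: cells stimulated with CCL20 at 14 nM final; plate controls were DMSO with CCL20 for no effect and DMSO without agonist for full effect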
Target sequence (P51684 whole entry, looked up): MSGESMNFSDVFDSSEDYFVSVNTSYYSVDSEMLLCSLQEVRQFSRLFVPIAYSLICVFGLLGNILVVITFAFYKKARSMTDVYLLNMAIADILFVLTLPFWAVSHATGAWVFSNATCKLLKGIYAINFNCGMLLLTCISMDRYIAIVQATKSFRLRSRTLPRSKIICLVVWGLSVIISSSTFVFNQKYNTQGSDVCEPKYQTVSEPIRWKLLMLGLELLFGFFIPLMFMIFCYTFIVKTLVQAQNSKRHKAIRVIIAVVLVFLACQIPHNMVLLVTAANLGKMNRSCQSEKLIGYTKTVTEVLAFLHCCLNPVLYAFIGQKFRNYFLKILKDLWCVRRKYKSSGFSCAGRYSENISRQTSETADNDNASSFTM
697 NFkB inh: inhibitors of PMA/ionomycin-induced NF-kB reporter, 697 cells, primary screen, B-cell NF-kB inhibitor project, cell-based, luminescence, uHTS | 697 B-cell NF-kB luciferase reporter, 16 h | 0.33% of 330,000 active | AID 435022, 2010 | inhibition, % at 4 µM; in the data active = inhibition above about 35%
EBI2 block: EBI2 receptor antagonists, beta-arrestin recruitment, primary screen, cell-based, luminescence, 7a,25-OHC stimulation, uHTS. G-protein coupled receptor 183 (Homo sapiens), P32249. inhibition, % at 5 µM. 7a,25-OHC stimulated. AID 651636, 2012. 0.81% of 360,000 active; in the data active = inhibition above about 38%;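 note: enzyme fragment complementation signal reports receptor beta-arrestin coupling in cells; 0% = agonist plus DMSO wells and 100% = wells without agonist; some results beyond the cut were filed as inactive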
Target sequence (P32249 whole entry, looked up, the tested form may be a part): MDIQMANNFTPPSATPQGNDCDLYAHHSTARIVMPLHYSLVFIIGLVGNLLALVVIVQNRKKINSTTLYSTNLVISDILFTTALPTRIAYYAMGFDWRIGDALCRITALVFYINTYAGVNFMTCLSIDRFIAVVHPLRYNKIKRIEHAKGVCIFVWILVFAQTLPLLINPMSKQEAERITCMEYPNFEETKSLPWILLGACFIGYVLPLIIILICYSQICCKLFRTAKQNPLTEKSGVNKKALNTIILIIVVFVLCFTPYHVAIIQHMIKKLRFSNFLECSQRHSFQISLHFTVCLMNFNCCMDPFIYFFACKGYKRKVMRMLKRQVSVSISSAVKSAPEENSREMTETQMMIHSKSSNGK
* hit, by the source's call; nt = not tested or not shown. Cut-off read from the data, not from the text of the source, unless noted: active = inhibition above about 50%; inactive = the rest. Not all compounds are listed; count on the stated rates, not on these rows.

Letters – A = SENP8 block; B = UBC13 polyUb; C = Apaf-1 inh; D = Jurkat NFkB inh; E = Gli-Sufu block; F = CCR6 antagonist; G = 697 NFkB inh; H = EBI2 block
molecule: CC(=O)Nc1ccc(S(=O)(=O)Nc2ccc(N3CCOCC3)cc2)cc1
  A = -11; B = 0; C = 4; D = 6; E = 13; F = 4; G = -11; H = -3
molecule: COCC(=O)Nc1ccc([N+](=O)[O-])cc1OC
  A = -2; B = -8; C = 8; D = 7; E = 3; F = 3; G = 6; H = -8
molecule: CC(C)NC(=O)NC(=O)CSc1nncs1
  A = 5; B = 3; C = -7; D = 4; E = 3; F = 12; G = 18; H = 3
molecule: COc1ccc(NC(=S)NC2CC3CCCC(C2)N3C2CC2)cc1 (stereo not drawn)
  A = 3; B = 1; C = -6; D = 1; E = 11; F = 3; G = 12; H = -6
molecule: Cc1ccc(NC(=O)C2C3CCCC2C3c2ccccc2)cc1 (stereo not drawn)
  A = -5; B = -10; C = 7; D = 10; E = -4; F = 8; G = -31; H = -17
molecule: CCC(C)c1ccccc1NC(=O)COc1ccc(-c2nnco2)cc1 (stereo not drawn)
  A = -1; B = 7; C = 7; D = 8; E = -10; F = 13; G = 20; H = 7
molecule: COc1ccc(CC2(CO)CCN(Cc3cnc(-c4ccccc4C)nc3)CC2)cc1
  A = 3; B = 6; C = -18; D = 14; E = 5; F = 4; G = 2; H = 4
molecule: CC(=N\NC(=O)c1ccccc1)/C(=N/O)C(=O)Nc1ccccc1
  A = 4; B = 0; C = 3; D = 3; E = 17; F = 15; G = 10; H = 7
molecule: C=CCSc1nc2sc3c(c2c(=O)n1CC)CCC3
  A = 14; B = -4; C = 19; D = -3; E = 0; F = 2; G = -3; H = 5
molecule: COc1ccccc1-c1nc(C#N)c(N2CCN(C(c3ccccc3)c3ccccc3)CC2)o1
  A = -11; B = 24; C = 14; D = 12; E = -2; F = 12; G = 21; H = 12

Carrying on.
Letters – A = SENP8 block; B = UBC13 polyUb; C = Apaf-1 inh; D = Jurkat NFkB inh; E = Gli-Sufu block; F = CCR6 antagonist; G = 697 NFkB inh; H = EBI2 block
molecule: CN(Cc1ccccc1)C(=O)c1ccc([N+](=O)[O-])o1
  A = -4; B = -14; C = 2; D = -4; E = -27; F = -7; G = 8; H = 1
molecule: CCN(CC)Cc1c(O)ccc2occ(C(=O)c3ccccc3)c12
  A = -9; B = 6; C = -8; D = 15; E = 5; F = 13; G = -9; H = 3
molecule: N#CCc1cc2ccc3cccc4ccc(c1)c2c34
  A = 0; B = 24; C = 10; D = 11; E = 14; F = -1; G = 9; H = -14
molecule: Cc1ccc(CCSc2ccc(F)cc2)cn1
  A = -4; B = 8; C = -12; D = 6; E = 15; F = 10; G = -6; H = -1
molecule: C[C@H](CCCC/C=C/C(=O)O)O[C@@H]1O[C@@H](C)[C@H](O)C[C@H]1O
  A = -10; B = -12; C = 7; D = -2; E = -9; F = 4; G = 15; H = -17
molecule: COc1ccc(C(=O)NCCS(=O)(=O)NCc2ccc(C)cc2)cc1
  A = -2; B = 6; C = 6; D = 22; E = -16; F = 9; G = 7; H = -16
molecule: CCOc1ccc(OCC)c(NC(=O)CCSCCc2ccccn2)c1
  A = 1; B = 6; C = -5; D = -5; E = 25; F = -7; G = -2; H = 11
molecule: CCCCOc1cccc(C2C(C(=O)c3ccc(C)o3)=C(O)C(=O)N2c2nnc(C)s2)c1 (stereo not drawn)
  A = -9; B = -3; C = -20; D = 0; E = -1; F = 2; G = 3; H = -2
molecule: COc1ccccc1NC(=O)CSc1nc2sc(C)c(C)c2c(=O)n1Cc1ccco1
  A = 5; B = -10; C = 11; D = -3; E = 8; F = -5; G = 11; H = -4
molecule: CN(C)/C=C/C(=O)c1ccccc1F
  A = 2; B = -12; C = 8; D = -5; E = 4; F = 2; G = -8; H = 3

The list goes on:
Letters – A = SENP8 block; B = UBC13 polyUb; C = Apaf-1 inh; D = Jurkat NFkB inh; E = Gli-Sufu block; F = CCR6 antagonist; G = 697 NFkB inh; H = EBI2 block
molecule: Cc1nc(N)nc(N/N=C/c2c(F)cccc2Cl)n1
  A = 1; B = 10; C = -3; D = 0; E = 12; F = 11; G = 13; H = 1
molecule: Cc1cccc(NC(=O)CSc2nc3nc(C)cc(C)n3n2)c1
  A = 5; B = 3; C = 5; D = 15; E = -18; F = 2; G = 6; H = -2
molecule: COc1ccc(CCN2C(=O)C3C(C2=O)C2C=CC3C23CC3)cc1OC (stereo not drawn)
  A = 4; B = -5; C = -3; D = 10; E = 7; F = 13; G = 8; H = -9
molecule: CCN(CC)C(=O)Oc1ccc2cc(Br)ccc2c1
  A = -5; B = 19; C = 12; D = -30; E = -27; F = 17; G = -11; H = 7
molecule: CCN(CC)S(=O)(=O)c1ccc(Nc2cc(C)nc3ncnn23)cc1
  A = -1; B = 7; C = -18; D = -6; E = 1; F = -7; G = 13; H = -2
molecule: COc1ccc(NC(=O)Cc2nc3ccccc3[nH]2)cc1
  A = -7; B = -7; C = 2; D = -4; E = -29; F = -7; G = -41; H = -52
molecule: CCCC(c1nnnn1Cc1ccc(OC)cc1)N1CCN(c2ccccc2OC)CC1 (stereo not drawn)
  A = -5; B = -2; C = 6; D = -9; E = 8; F = -2; G = -13; H = 1
molecule: O=C(COC(=O)/C=C/c1ccc(OC(F)F)cc1)NC(=O)NCc1ccccc1
  A = -4; B = 6; C = -21; D = 11; E = 4; F = -8; G = 21; H = 50*
molecule: COc1ccccc1CNC(=O)COC(=O)c1cccs1
  A = -14; B = -2; C = 7; D = -18; E = 4; F = 8; G = -15; H = -6
molecule: Cc1nc2ccccc2c2c1C(=O)N(Cc1cccnc1)C2=O
  A = 4; B = -1; C = 3; D = 10; E = 1; F = 1; G = -2; H = 9

Taken from above:
`COc1ccc(NC(=O)Cc2nc3ccccc3[nH]2)cc1` – Gli-Sufu block = -29
`CC(=N\NC(=O)c1ccccc1)/C(=N/O)C(=O)Nc1ccccc1` – EBI2 block = 7

Entries of single compounds as entered above. Order of screens: SENP8 block | UBC13 polyUb | Apaf-1 inh | Jurkat NFkB inh | Gli-Sufu block | CCR6 antagonist | 697 NFkB inh | EBI2 block
Entry for CCN(CC)C(=O)Oc1ccc2cc(Br)ccc2c1 = -5 | 19 | 12 | -30 | -27 | 17 | -11 | 7
Entry for CCCC(c1nnnn1Cc1ccc(OC)cc1)N1CCN(c2ccccc2OC)CC1 (stereo not drawn) = -5 | -2 | 6 | -9 | 8 | -2 | -13 | 1

Next part
Results follow in this order: SENP8 block | UBC13 polyUb | Apaf-1 inh | Jurkat NFkB inh | Gli-Sufu block | CCR6 antagonist | 697 NFkB inh | EBI2 block
Cc1cccc(N2C(=O)N3[C@@H]4c5ccccc5OC[C@@H]4[C@@H](c4ccccc4)[C@]3(C)C2=O)c1
→ 8 | 4 | 6 | 11 | -2 | 13 | 8 | 17
CCN(CC)CCNC(=O)c1ccc(Sc2ccc(C)cc2)c(NC(C)=O)c1
→ 12 | 13 | -7 | 7 | 6 | 8 | 1 | -2
CCCc1cc(C(=O)Nc2ccc(C(C)=O)cc2)no1
→ -5 | 2 | 0 | -83 | -18 | 8 | -5 | -1
O=c1cc(-c2ccccc2)cc(-c2ccccc2)n1CCCO
→ 2 | 4 | 17 | 0 | 0 | 9 | 6 | 3
O=C(Cc1ccccc1)Nc1ncccc1Cl
→ 2 | 1 | -3 | 1 | 28 | 18 | 2 | -2
CCn1cnc2c1c(=O)n(Cc1nnc3n1-c1ccccc1SC3)c(=O)n2Cc1ccccc1
→ -1 | -9 | 7 | 10 | 27 | 1 | 25 | 7
COc1ccc(O)c(CN2CCC(n3nccc3NC(=O)c3ccccc3Cl)CC2)c1
→ 2 | 2 | 4 | 13 | 25 | -1 | -12 | 4
CCOC(=O)C(Cc1ccccc1)NC(=O)CCc1nnc2ccc(N3CCOCC3)nn12 (stereo not drawn)
→ -11 | -8 | -16 | -2 | -9 | 10 | -4 | -11
CSc1nc(C)cc(SC(C(C)=O)C(=O)Nc2ccccc2)n1 (stereo not drawn)
→ -2 | 2 | 2 | -9 | -15 | 11 | -31 | -6
O=C(c1cccc(Oc2c(Cl)cccc2[N+](=O)[O-])c1)N1CCOCC1
→ 2 | -10 | 5 | -6 | 6 | -6 | -52 | 3
[O-][n+]1ccc(C2CC2)cc1
→ 0 | 5 | 1 | -21 | -18 | -2 | 21 | 0
CCc1noc(C)c1C(=O)N(CC)c1nc2c(C)cccc2s1
→ 13 | 4 | 12 | -2 | -8 | 25 | 0 | 10
CCCC[C@@H]1C=C(C(=O)O)[C@H](c2ccc(C)cc2)N1S(=O)(=O)c1ccc(C)cc1
→ -8 | -13 | 1 | -7 | 2 | 7 | -16 | 3
CCSc1nc(N)c2c3c(sc2n1)CN(C)CC3
→ -1 | 11 | 0 | 2 | nt | nt | 12 | nt
COc1ccc(NC(=O)CSc2nc(SC)ns2)c(OC)c1
→ -1 | 0 | 0 | -119 | -67 | 11 | -40 | -2

Some of these compounds in order of the 697 NFkB inh value, high to low:
mol | UBC13 polyUb | Jurkat NFkB inh | CCR6 antagonist | 697 NFkB inh | EBI2 block
CC(=N\NC(=O)c1ccccc1)/C(=N/O)C(=O)Nc1ccccc1 | 0 | 3 | 15 | 10 | 7
Cc1cccc(N2C(=O)N3[C@@H]4c5ccccc5OC[C@@H]4[C@@H](c4ccccc4)[C@]3(C)C2=O)c1 | 4 | 11 | 13 | 8 | 17
CCOC(=O)C(Cc1ccccc1)NC(=O)CCc1nnc2ccc(N3CCOCC3)nn12 (stereo not drawn) | -8 | -2 | 10 | -4 | -11
CN(C)/C=C/C(=O)c1ccccc1F | -12 | -5 | 2 | -8 | 3
CCN(CC)Cc1c(O)ccc2occ(C(=O)c3ccccc3)c12 | 6 | 15 | 13 | -9 | 3
Cc1ccc(NC(=O)C2C3CCCC2C3c2ccccc2)cc1 (stereo not drawn) | -10 | 10 | 8 | -31 | -17

Other records
Results follow in this order: SENP8 block | UBC13 polyUb | Apaf-1 inh | Jurkat NFkB inh | Gli-Sufu block | CCR6 antagonist | 697 NFkB inh | EBI2 block
CCCCNc1nnc(Cc2ccc(Cl)cc2)c(=O)[nH]1
→ 1 | -6 | 0 | 12 | 3 | 4 | -7 | -1
CCCCc1ccc(NC(=O)Nc2cnccn2)cc1
→ 3 | 1 | 12 | 9 | -22 | 17 | -60 | 11
O=C(Nc1ncc(Cc2cccc(C(F)(F)F)c2)s1)C1CCCO1 (stereo not drawn)
→ 5 | 7 | -2 | -9 | -12 | 1 | -4 | -7
CC1CCN(S(=O)(=O)c2ccc(C(=O)NNC(=O)C3CC3)cc2)CC1
→ 4 | 17 | -3 | 5 | -19 | 10 | 9 | 1
CC(C)(CC(=O)O)CC(=O)Nc1ccccc1Oc1ccccc1
→ -6 | 2 | -8 | 6 | 3 | -14 | 22 | -7
O=C(NCCCN1CCCC1=O)c1cc(-c2cccnc2)nc2ccc(Cl)cc12
→ -3 | -3 | -4 | -7 | 1 | 1 | -1 | -1
O=C(CN(Cc1ccco1)C(=O)CNS(=O)(=O)c1ccccc1)NCc1ccc(F)cc1
→ -7 | -6 | 4 | -8 | 3 | 1 | -14 | -3
Cc1cc(Cl)cc(Cl)c1OCCOc1cccc2cccnc12
→ -15 | 6 | 15 | -12 | 8 | 24 | -3 | 56*
CSc1nsc2nc(=O)c(/C=C3\C=Nc4ccccc43)c(N)n12
→ 72* | -4 | 1 | -1 | -17 | 5 | 0 | -14
CC(C)c1ccccc1OCCCCCN1CCOCC1
→ -3 | -2 | -1 | -20 | 4 | 14 | -50 | 3
Cc1ccc(Nc2nc(N)nc(-c3oc4ccccc4c3C)n2)cc1
→ -19 | 15 | -7 | 37 | 12 | -5 | -480 | -21
CCOc1ccc(NC(=O)C2CCCN(c3nn4c(=O)cc(C)nc4s3)C2)cc1 (stereo not drawn)
→ -6 | 0 | 0 | 1 | 30 | 8 | 9 | -5
